TrxR1 substrate = qHTS Assay for Substrates of Mammalian Selenoprotein Thioredoxin Reductase 1 (TrxR1): qHTS; AID 588456, 2011; purified TrxR1 substrate turnover, NADPH consumption readout; Potency, µM (series often up to 114 µM), for inactives: at the top dose activity change, negative = substrate turnover; 390,000 compounds, 0.01% hits; Thioredoxin reductase 1, cytoplasmic (Rattus norvegicus), O89049; note: potency is the fitted concentration of half-maximal effect; % is set by controls: 0 for no effect and ±100 for the full control effect; nearly all actives have a fitted effect of over 50% in size
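Rat TrxR1, dispensed at 90 nM, was prereduced with 400 uM NADPH (final) for 5 min at ~22 deg C, then incubated with compound 15 min before 400 uM selenite. A first-read NADPH fluorescence drop versus no-compound background flagged substrates.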
PI4K2A block = qHTS for small molecular inhibitors of PI4K2A | Phosphatidylinositol 4-kinase type 2-alpha (Homo sapiens), Q9BTU6 | purified PI4K2A, ADP-Glo luminescence, 1 h; hits give low values | activity change, negative = inhibition, % at 76.9 µM | 420,000 compounds, 0.13% hits; in the data active = activity change below about -50%; inconclusive = mostly about -30% to -49%;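 note: -100% = wells without enzyme as full effect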
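ADP-Glo luminescence measured ADP generated by PI4K2A enzyme (4 ug/mL before mixing) with 1.2 mM PI substrate (pre-mix) and 300 microM ATP (pre-mix). Tris pH7.5 buffer with MgCl2, Triton X-100; 1 h reaction at ambient temperature.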
D2 antagonist = HTS Assay for Allosteric Antagonists of the Human D2 Dopamine Receptor: Primary Screen for Antagonists | D(2) dopamine receptor (Homo sapiens), P14416 | HEK293 TREx D2 cells, calcium flux, dopamine EC80 | inhibition, % at 10 µM | 340,000 compounds, 2% hits | AID 485344, 2010; in the data active = inhibition above about 30%; note: 0% is about no effect
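Calcium flux kinetic readout in an inducible HEK293 TREx D2 line plated overnight at 30 C. After 180 s compound exposure, an EC80 dopamine challenge follows with another 180 s kinetic read to detect antagonism.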
IDH1 R132H inh = qHTS for Inhibitors of mutant isocitrate dehydrogenase 1 (IDH1): qHTS; Potency, µM (titrated, usually from 76.6 µM), for the others: at the top dose activity change, negative = inhibition, actives largely listed as inhibitors; 390,000 compounds, 0.093% hits; IDH1-R132H enzyme, NADPH consumption, diaphorase/resazurin fluorescence; note: potency is the fitted concentration of half-maximal effect; % is set by controls: 0 for no effect and ±100 for the full control effect; nearly all actives have a fitted effect of over 65% in size
Target sequence (O75874 whole entry R132H, stated change not applied): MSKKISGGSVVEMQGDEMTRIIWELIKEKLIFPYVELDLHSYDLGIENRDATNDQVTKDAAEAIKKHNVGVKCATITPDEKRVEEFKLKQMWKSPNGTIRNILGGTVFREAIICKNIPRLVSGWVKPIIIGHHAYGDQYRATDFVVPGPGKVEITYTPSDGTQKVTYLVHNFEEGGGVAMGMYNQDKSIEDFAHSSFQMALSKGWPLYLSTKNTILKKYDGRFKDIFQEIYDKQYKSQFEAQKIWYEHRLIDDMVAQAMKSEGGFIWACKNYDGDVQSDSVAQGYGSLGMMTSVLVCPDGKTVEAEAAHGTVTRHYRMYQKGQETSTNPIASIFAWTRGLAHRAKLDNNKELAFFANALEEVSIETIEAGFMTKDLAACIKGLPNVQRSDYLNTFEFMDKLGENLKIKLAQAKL
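IDH1-R132H (0.5 ug/mL) preincubated 30 min with compound, then NADPH (0.016 mM) and alpha-KG (2 mM) added; 80 min at RT, pH 7.5. Remaining NADPH coupled via diaphorase/resazurin to fluorescence (540/590 nm); concentration-response curves normalized to no-enzyme control.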
TRHR enhancer = qHTS for Small Molecule Agonists and Allosteric Enhancers of Human TRH Receptor: Primary Screen for Enhancers; Thyrotropin-releasing hormone receptor (Homo sapiens), P34981; TRHR cells, fluo-8 calcium fluorescence, EC20 TRH enhancement; enhancement, % at 2 µM; 360,000 compounds, 0.66% hits; in the data active = enhancement above about 30%; note: 0% is about no effect
Target sequence (P34981 whole entry, looked up): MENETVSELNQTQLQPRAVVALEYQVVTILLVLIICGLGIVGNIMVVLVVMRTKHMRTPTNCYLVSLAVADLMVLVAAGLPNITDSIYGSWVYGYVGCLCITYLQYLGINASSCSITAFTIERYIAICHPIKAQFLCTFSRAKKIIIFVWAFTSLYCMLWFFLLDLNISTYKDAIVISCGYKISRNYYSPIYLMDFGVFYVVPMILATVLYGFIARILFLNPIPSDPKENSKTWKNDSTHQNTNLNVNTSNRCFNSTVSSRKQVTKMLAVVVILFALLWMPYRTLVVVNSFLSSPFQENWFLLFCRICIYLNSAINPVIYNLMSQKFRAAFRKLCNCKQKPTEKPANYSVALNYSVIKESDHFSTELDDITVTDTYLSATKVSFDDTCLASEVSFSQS
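Enhancer read-out: after compound pinning and an initial kinetic agonist-mode read, an EC20 of TRH (10 nM final) was injected and fluo-8 calcium signal (Ex 480/Em 530) followed at 1 s/cycle for 100 cycles in TRHR-expressing cells.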
USP1 inh = Inhibitors of USP1/UAF1: Primary Screen. 390,000 compounds, 0.23% hits. Ubiquitin carboxyl-terminal hydrolase 1 (Homo sapiens), O94782. recombinant USP1/UAF1, Ub-Rhodamine cleavage fluorescence. Potency, µM (doses to about 57.1 µM), for the others: at the top dose activity change, negative = inhibition, actives largely listed as inhibitors; note: potency is the fitted concentration of half-maximal effect; % is set by controls: 0 for no effect and ±100 for the full control effect; nearly all actives have a fitted effect of over 60% in size; inactives centre near -12
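Step one: compound is pinned into 1nM USP1/UAF1 in HEPES pH 7.8 buffer with TCEP. Step two: 15 min room-temperature incubation. Step three: Ub-Rho (150nM final) starts cleavage, tracked by fluorescence over six one-minute reads.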
D2 ag = HTS Assay for Allosteric Agonists of the Human D2 Dopamine Receptor: Primary Screen for Agonists | HEK293 T-REx D2 cells, calcium flux agonist mode | activation, % at 2 µM | 340,000 compounds, 0.53% hits | D(2) dopamine receptor (Homo sapiens), P14416;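 active = activation over 3 SD above normal in the single-dose calcium agonist read, cut at about 30% in these data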; note: 0% is about no effect
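Tetracycline-induced HEK293 Trex cells with D2 receptor force-coupled to calcium signaling, plated overnight at 30 C and loaded with no-wash calcium dye. Calcium flux read kinetically for 180 s after compound addition; responses flag agonists.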
TRHR agonist = qHTS for Small Molecule Agonists and Allosteric Enhancers of Human TRH Receptor: Primary Screen for Agonists | Thyrotropin-releasing hormone receptor (Homo sapiens), P34981 | TRHR cells, calcium flux fluo-8, FDSS agonist mode | activation, % at 2 µM | 360,000 compounds, 0.18% hits | AID 493084, 2011; in the data active = activation above about 30%; note: 0% is about no effect
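TRHR-expressing cells loaded with fluo-8 calcium dye; 23 nL library compound pin-transferred, kinetic FDSS fluorescence (Ex 480/Em 530) recorded about 180 s for agonist-induced calcium release, before a 10 nM TRH EC20 addition for potentiator mode.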
TrxR1 inh = qHTS Assay for Inhibitors of Mammalian Selenoprotein Thioredoxin Reductase 1 (TrxR1): qHTS; recombinant rTrxR1, NADPH fluorescence consumption, selenite substrate; Potency, µM (highest dose often 114 µM), without a hit: top-dose activity change, negative = inhibition, most hits filed as inhibitors; 390,000 compounds, 1% hits; AID 588453, 2011; note: potency is the fitted concentration of half-maximal effect; % is set by controls: 0 for no effect and ±100 for the full control effect; nearly all actives have a fitted effect of over 65% in size
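Rat TrxR1 (90 nM in the dispensed reagent) was pre-reduced with 400 uM NADPH for 5 min at room temperature, then incubated with compound for 15 min. After 400 uM selenite was added, NADPH fluorescence (Ex 340/Em 450 nm) was followed for 8 min.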
* = called active by the depositor; ? = inconclusive; · = not tested or not shown; & = joins results of further samples; [ ] = remark or other dose. Unless noted, calls come from the whole dose curve; as a rule, active = well fitted inhibition curve with a large enough effect; inconclusive = small, poorly fitted or top-dose-only effect; inactive = no such curve, though single readings can be large or run the other way.

1	CC1CN(C(=O)C2(C)CC2(Cl)Cl)CC(C)O1 (stereo not given)
2	CC(C)(C)NC(=O)COC(=O)c1cc(Br)ccc1Cl
3	Cc1ccc2c(c1)C(c1ccccc1)N(C(=O)Cc1ccc(F)cc1)CC(=O)N2 (stereo not given)
4	Cc1ccc(C(=O)N/C(=C\c2ccc(Cl)cc2)C(=O)NCCCN2CCOCC2)cc1
5	Cc1cccc(C)c1NC(=O)CSC(=S)N1CCCC1

entry no.,1,2,3,4,5
TrxR1 substrate,-6%,2%,0%,-5%,-3%
PI4K2A block,-2,-3,-3,-1,-2
D2 antagonist,-25,-6,·,12,-17
IDH1 R132H inh,1%,6%,11%,14%,-4%
TRHR enhancer,-3,-4,-1,2,-4
USP1 inh,-17%,-7%,-19%,-18%,-7%
D2 ag,-2.7,-0.4,0.6,1.4,0.2
TRHR agonist,-0.3,-0.4,1.4,1.2,0.0
TrxR1 inh,-11%,14%,8%,-3%,-4%

6	CCOCCCNC(=O)C(c1ccc(OC)cc1)N(Cc1ccc2c(c1)OCO2)C(=O)c1ccccc1O (stereo not given)
7	CCN(CC)S(=O)(=O)c1ccc(N2CCN(CCOc3ccc(OC)cc3)CC2)nc1
8	COc1ccc(S(=O)(=O)N(C)CC(=O)NCCC2=CCCCC2)cc1C
9	COc1ccc(Br)c(C(=O)Nc2cccc(Cl)c2Cl)c1
10	CC1(C)CNC(=O)CC(C)(C)N1O

entry no.,6,7,8,9,10
TrxR1 substrate,1%,-6%,3%[57.1 µM],1%,10%[57.1 µM]
PI4K2A block,-21&1,1,1,-4,6
D2 antagonist,15,6,14,-5,-1
IDH1 R132H inh,-10%&25%,0%,4%,5%,16%
TRHR enhancer,-1&-10,-2,6,12,4
USP1 inh,-13%&5%,?,-14%,-9%,-2%
D2 ag,0.7&0.2,-2.1,-1.3,-1.0,0.0
TRHR agonist,0.0&0.4,0.7,-2.5,-1.1,0.7
TrxR1 inh,3%&3%,10%,6%[57.1 µM],19%,10%[57.1 µM]

11	COc1ccccc1-n1c(=O)c2c3c(sc2n(C)c1=O)CN(C(C)=O)CC3
12	COc1ccc(-c2c[n+]3c(n2-c2ccccc2)SCC3)cc1
13	Cc1cccc(N2C(=O)CC(Sc3nc(-c4ccccc4)c4cc(Cl)ccc4n3)C2=O)c1 (stereo not given)
14	O=[N+]([O-])c1ccc(/C=N/Nc2nc(N3CCCCC3)nc(N3CCCCC3)n2)o1
15	CC(=O)N1c2ccc(S(=O)(=O)NCC3CCC(C(=O)NCc4ccco4)CC3)cc2CC1C (stereo not given)

entry no.,11,12,13,14,15
TrxR1 substrate,8%[57.1 µM],1%,49%[activator][57.1 µM],-13%,3%
PI4K2A block,0,1,7,-1,1
D2 antagonist,·,30,-9,-3,7
IDH1 R132H inh,0%,0%,5%,5%,-11%
TRHR enhancer,-8,-7,4,3,-3
USP1 inh,-6%,-5%,-11%,-12%,-4%
D2 ag,0.5,0.7,0.5,0.9,0.0
TRHR agonist,0.8,0.1,0.3,0.2,0.2
TrxR1 inh,11%[57.1 µM],7%,42%[activator][57.1 µM],?,5%

In another format: 4 of the compounds above.
Results follow in this order: TrxR1 substrate | PI4K2A block | D2 antagonist | IDH1 R132H inh | TRHR enhancer | USP1 inh | D2 ag | TRHR agonist | TrxR1 inh
12: COc1ccc(-c2c[n+]3c(n2-c2ccccc2)SCC3)cc1
→ 1% | 1 | 30 | 0% | -7 | -5% | 0.7 | 0.1 | 7%
13: Cc1cccc(N2C(=O)CC(Sc3nc(-c4ccccc4)c4cc(Cl)ccc4n3)C2=O)c1 (stereo not given)
→ 49%[activator][57.1 µM] | 7 | -9 | 5% | 4 | -11% | 0.5 | 0.3 | 42%[activator][57.1 µM]
14: O=[N+]([O-])c1ccc(/C=N/Nc2nc(N3CCCCC3)nc(N3CCCCC3)n2)o1
→ -13% | -1 | -3 | 5% | 3 | -12% | 0.9 | 0.2 | ?
15: CC(=O)N1c2ccc(S(=O)(=O)NCC3CCC(C(=O)NCc4ccco4)CC3)cc2CC1C (stereo not given)
→ 3% | 1 | 7 | -11% | -3 | -4% | 0.0 | 0.2 | 5%

Carrying on:
16	Cc1ccc(Nc2nc(-c3ccc(C)cc3)c(CC(=O)O)s2)cc1
17	COc1ccc(C(=O)OCc2cc(=O)n3nc(-c4cccs4)sc3n2)cc1
18	Cc1cc(C)c(NC(=S)NC(CO)(CO)CO)c(C)c1
19	C=CCN(CC=C)CC(O)CN(c1cc([N+](=O)[O-])ccc1OC)S(=O)(=O)c1ccccc1 (stereo not given)
20	Cc1cc([N+](=O)[O-])ccc1NC(=O)c1cncc(Br)c1

entry no.,16,17,18,19,20
TrxR1 substrate,6%[57.1 µM],-3%[57.1 µM],-10%[57.1 µM],6%[57.1 µM],-4%
PI4K2A block,-1,-11,-27,-7,0
D2 antagonist,3,·,-9,66*,-8
IDH1 R132H inh,1%,-6%,10%,4%,2%
TRHR enhancer,1,-1,6,2,5
USP1 inh,0%,-14%,-8%,-8%,-20%
D2 ag,8.9,-0.8,0.6,1.0,-0.2
TRHR agonist,1.1,0.0,0.1,0.2,-0.4
TrxR1 inh,13%[57.1 µM],1%[57.1 µM],-10%[57.1 µM],9%[57.1 µM],-5%

21	Cc1nn(CC(=O)OCC(=O)c2ccccc2)c(C)c1[N+](=O)[O-]
22	COc1ccc(OC)c(NC(=O)CSc2nc(=O)n(CCN(C)C)c3c2CCC3)c1
23	N#Cc1cn(CCOC(=O)c2cccc(C(F)(F)F)c2)c(=O)[nH]c1=O
24	Cc1ccc2c(c1)NC(=O)c1cc([N+](=O)[O-])ccc1O2
25	COc1ccc(CN2CCN(CCCc3ccccc3)C(CCO)C2)c(OC)c1 (stereo not given)

entry no.,21,22,23,24,25
TrxR1 substrate,-2%,6%[57.1 µM],-6%[57.1 µM],6%,0%
PI4K2A block,-1,2,2,-1,5
D2 antagonist,·,·,12,1,3
IDH1 R132H inh,3%,-9%,-7%,-2%,3%
TRHR enhancer,·,-4,-5,-2,-2
USP1 inh,-19%,13%,-18%,-19%,-2%
D2 ag,·,-1.0,0.4,0.7,-1.2
TRHR agonist,·,-0.1,0.0,0.2,0.3
TrxR1 inh,9%,23%[57.1 µM],-5%[57.1 µM],36%[activator],10%

26	O=C(Nc1cc(S(=O)(=O)N2CCOCC2)ccc1N1CCOCC1)c1ccccc1F
27	CN(C)c1ccc(C(CNC(=O)c2c(F)cccc2Cl)N2CCOCC2)cc1 (stereo not given)
28	O=C(CSc1nc2ccccc2o1)Nc1nc2c(s1)CCCC2
29	Cc1c(NC(=O)c2ccc(Br)o2)cccc1-c1nc2ccccc2o1
30	Cc1cc(C)c(S(=O)(=O)NCCc2ccccc2)c(C)c1

entry no.,26,27,28,29,30
TrxR1 substrate,-5%,10%[57.1 µM],-3%,-1%,-5%[57.1 µM]
PI4K2A block,-5,-5,3,3,1
D2 antagonist,-5,·,·,·,8
IDH1 R132H inh,0%,2%,2%,0%,-4%
TRHR enhancer,3,5,·,0,-8
USP1 inh,-15%,-22%,-5%,?,-2%
D2 ag,0.2,-0.1,·,-0.1,0.6
TRHR agonist,-0.3,0.2,·,0.6,-0.2
TrxR1 inh,4%,17%[57.1 µM],1%,10%,-3%[57.1 µM]

31	COCCCNC(=O)CCn1c(=O)c2ccccc2n(CC(=O)Nc2cc(Cl)ccc2OC)c1=O
32	CN(C)CCN1C(=O)C(=O)/C(=C(/O)c2ccc(S(=O)(=O)N3CCOCC3)cc2)C1c1ccccc1 (stereo not given)
33	O=C(Nc1cccc(F)c1)c1ccc(-c2ccccc2C(F)(F)F)o1
34	Cc1nn(-c2ccccc2)c(N)c1C(O)(CC(=O)C(F)(F)F)C(F)(F)F (stereo not given)
35	CC(C)(C)NC(=S)Nc1ccc(Nc2ccccc2)cc1
36	Cc1ccc([N+](=O)[O-])cc1S(=O)(=O)Nc1ccc(-c2ccc(N3CCCC3)nn2)cc1
37	O=C(NC(=S)Nc1nc(-c2cccc([N+](=O)[O-])c2)cs1)c1ccccc1Cl

entry no.,31,32,33,34,35,36,37
TrxR1 substrate,3%,3%,·,4%,-6%,-8%,2%[57.1 µM]
PI4K2A block,-6,-2,·,2,-5,-5,-1
D2 antagonist,·,·,-32,8,12,1,·
IDH1 R132H inh,0%,0%,·,2%,8%,2%,12%
TRHR enhancer,12,9,-5,-1,3,-5,17
USP1 inh,-5%,?,·,-7%,-15%,-13%,-9%
D2 ag,-0.5,·,1.7,0.1,0.3,0.1,·
TRHR agonist,-2.5,0.1,0.8,-0.5,1.5,-0.4,0.5
TrxR1 inh,18%,-7%,·,1%,-16%,-3%,13%[57.1 µM]
